Avidin bead fluor – green autofluorescence of compounds with avidin beads – biophysical, 488/530 nm, flow cytometry, artefact control, profiling panel | 220,000 tested, 0.38% active | AID 1775, 2009 | fluorescence (KMESF) at 10 µM | compound fluorescence 488/530 nm; stronger effect = higher value; in the data active means fluorescence above about 47; further: inactives centre near 10
Cdc42 wt – modulators of GTP binding to wildtype Cdc42, primary screen, biochemical, multiplex bead flow cytometry, Bodipy-GTP | GST-Cdc42 beads; actives lie on both sides | 190,000 tested, 0.2% active | AID 761, 2007 | Cell division control protein 42 homolog (Homo sapiens), P60953 | percent activity (GTP binding), % at 10 µM;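 active means percent activity GTP binding at least 20 points away from the 100% baseline, either down as inhibitor or up as activator; inconclusive means compound flagged as likely green fluorescent from well-wide comparison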;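 further: median bead fluorescence of bound Bodipy-FL-GTP at 100 nM; 0% = excess unlabeled GTP control and 100% = no compound control; below 100% means less GTP binding so inhibitor and above means activator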
Rac1 act GTP bind – GTP binding modulators of activated mutant Rac1, primary screen, biochemical, bead-based flow cytometry, multiplex, fluorescent GTP. Ras-related C3 botulinum toxin substrate 1 (Homo sapiens), P63000. GST-Rac1 activated beads; actives lie on both sides; 100% means binding = to untreated wells. percent activity (GTP binding), % at 10 µM. 190,000 tested, 0.11% active. AID 764, 2007;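 active means GTP binding at least 20 percentage points away from the 100% baseline, in either direction, so actives lie on both sides; inconclusive means Compound likely fluorescent itself, or too few beads counted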
ABCG2 block – ABCG2 efflux pump inhibitors, primary screen, multiplex with ABCB1, IgMXP3 cells, flow cytometry. Broad substrate specificity ATP-binding cassette transporter ABCG2 (Homo sapiens), Q9UNQ0. 190,000 tested, 0.1% active. JC-1 efflux. inhibition, % at 6.6 µM;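 active means inhibition above 80%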;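 further: 0% = DMSO and 100% = nicardipine control wells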
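test system = two drug-resistant human cell lines, ABCG2 and ABCB1 | amount = 3 million cells/mL final, two lines in 1:1 ratio | reagent = JC-1 transporter substrate | doses = one concentration, 6.6 µM final | incubation = 10 min at 25 °C | signal = flow cytometric JC-1 green MFI at 530 nm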
ABCB1 block – ABCB1 efflux pump inhibitors, primary screen, cell-based, multiplex, flow cytometry, ABCG2 counter-screen; ATP-dependent translocase ABCB1 (Homo sapiens), P08183; CCRF-Adr cells, JC-1 efflux; inhibition, % at 6.6 µM; 190,000 tested, 0.067% active; AID 1326, 2008; in the data active means inhibition above about 40%;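 further: 0% = vehicle and 100% = reference inhibitor; higher value means more JC-1 retained so stronger ABCB1 efflux block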
Target sequence (P08183 whole entry, looked up): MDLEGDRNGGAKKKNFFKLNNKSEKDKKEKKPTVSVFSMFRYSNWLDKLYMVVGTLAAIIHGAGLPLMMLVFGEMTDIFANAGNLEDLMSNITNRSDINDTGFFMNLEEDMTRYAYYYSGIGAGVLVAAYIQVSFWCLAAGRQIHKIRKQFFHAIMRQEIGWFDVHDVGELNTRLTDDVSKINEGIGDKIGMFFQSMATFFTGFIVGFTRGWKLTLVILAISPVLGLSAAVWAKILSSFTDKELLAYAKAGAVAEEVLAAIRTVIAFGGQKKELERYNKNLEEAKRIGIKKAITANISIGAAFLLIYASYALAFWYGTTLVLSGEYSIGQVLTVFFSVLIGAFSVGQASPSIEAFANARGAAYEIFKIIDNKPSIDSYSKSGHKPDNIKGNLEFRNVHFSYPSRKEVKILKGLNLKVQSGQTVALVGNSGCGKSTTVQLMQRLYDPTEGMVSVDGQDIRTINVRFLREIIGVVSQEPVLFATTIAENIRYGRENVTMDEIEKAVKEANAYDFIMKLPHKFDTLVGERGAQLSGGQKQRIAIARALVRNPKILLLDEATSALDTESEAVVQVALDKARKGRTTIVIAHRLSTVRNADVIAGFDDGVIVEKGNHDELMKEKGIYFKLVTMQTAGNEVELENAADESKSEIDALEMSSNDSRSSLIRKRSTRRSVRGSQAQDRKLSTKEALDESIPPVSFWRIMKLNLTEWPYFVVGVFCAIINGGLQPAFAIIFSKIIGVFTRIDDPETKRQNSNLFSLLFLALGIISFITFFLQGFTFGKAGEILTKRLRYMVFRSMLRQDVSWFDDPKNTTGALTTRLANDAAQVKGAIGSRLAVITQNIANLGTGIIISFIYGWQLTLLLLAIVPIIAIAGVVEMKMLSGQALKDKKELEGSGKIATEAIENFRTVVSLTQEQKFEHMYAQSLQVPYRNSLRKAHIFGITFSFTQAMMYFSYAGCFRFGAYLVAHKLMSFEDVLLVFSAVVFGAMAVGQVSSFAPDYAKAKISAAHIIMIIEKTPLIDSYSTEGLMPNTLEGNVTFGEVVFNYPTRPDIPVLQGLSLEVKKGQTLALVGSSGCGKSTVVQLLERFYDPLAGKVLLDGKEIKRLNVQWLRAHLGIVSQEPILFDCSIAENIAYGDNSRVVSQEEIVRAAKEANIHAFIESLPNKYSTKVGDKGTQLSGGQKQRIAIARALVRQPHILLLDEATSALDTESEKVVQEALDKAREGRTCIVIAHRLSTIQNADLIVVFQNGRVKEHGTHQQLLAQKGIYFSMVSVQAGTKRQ
Rab7 wt modul – modulators of GTP binding to Rab7, primary screen, biochemical, wildtype, multiplex bead flow cytometry. Rab7 GTPase wild type (dog), Bodipy-FL-GTP binding. GST-Rab7 beads, fluorescent GTP binding; actives lie on both sides; untreated = 100%, excess cold GTP = 0%. GTP binding activity (percent of control), % at 10 µM. 190,000 tested, 0.055% active. AID 758, 2007;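 active means fluorescent GTP binding to Rab7 beads changed by at least 20 points from the 100% baseline, either direction, mostly lower; inconclusive means compound itself probably fluorescent, or too few beads counted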;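 further: median green fluorescence of bound Bodipy-FL-GTP per Rab7 bead population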
HRas wt GTP bind – modulators of GTP binding to HRas wildtype, primary screen, biochemical, bead-based flow cytometry, multiplex | GTPase HRas (Homo sapiens), P01112 | 190,000 tested, 0.14% active | GST-Ras wt beads, Bodipy-FL-GTP binding; actives lie on both sides | GTP binding activity, % at 10 µM | AID 759, 2007;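 active means GTP binding activity at least 20% away from the 100% baseline, either lowered as inhibitor or raised as activator; inconclusive means flagged as likely green fluorescent, judged across all proteins in the well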;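 further: 0% = unlabeled GTP competition control and 100% = no-compound control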
Pf gamet viab – late stage P. falciparum gametocyte viability inhibitors, primary screen, ATP luminescence, HTS; P. falciparum stage V gametocytes, 24 h; inhibition, % at 10.9 µM; 150,000 tested, 0.065% active; AID 743093, 2013;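 active means inhibition above the mean plus 3 SD of compounds within the control limits, set per campaign, cut at about 38% in these data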;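 further: 0% = DMSO wells and 100% = medium only without gametocytes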
Rac1 wt GTP bind – wildtype Rac1 GTP binding modulators, primary screen, biochemical, GST-Rac1 beads, flow cytometry, multiplex. AID 757, 2007. GTP binding activity (% of control), % at 10 µM. fluorescent GTP binding; actives lie on both sides; 0 = cold GTP competed, 100 = untreated. Ras-related C3 botulinum toxin substrate 1 (Homo sapiens), P63000. 190,000 tested, 0.27% active;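 active means GTP binding activity at least 20 points away from the 100% control level, either lower or higher; inconclusive means compound flagged as likely green fluorescent, judged across all proteins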
GSH bead fluor – compound fluorescence on glutathione beads, profiling panel, artefact control, biophysical, 488/530 nm, flow cytometry. GSH beads flow cytometry, compound fluorescence 488/530 nm; stronger effect = higher value. fluorescence (KMESF) at 10 µM. 190,000 tested, 0.25% active; in the data active means fluorescence above about 89;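 further: glutathione beads carrying GST-tagged Bcl family fusion proteins plus one bare bead set; values are compound well signal with DMSO vehicle wells as background; inactives centre near 16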
Rab2A wt mod – modulators of GTP binding to Rab2A wildtype, primary screen, biochemical, dog, bead-based flow cytometry, multiplex | Ras-related protein Rab-2A (Canis lupus familiaris), P61105 | GST-Rab2 wt beads, Bodipy-GTP binding | GTP binding activity, % at 10 µM | 190,000 tested, 0.19% active | AID 760, 2007;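 active means GTP binding activity at least 20 points away from 100%, either lowered or raised; inconclusive means signal likely due to the compound's own green fluorescence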;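 further: 0% = beads with excess unlabeled GTP and 100% = no-compound control corrected for plate trend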
* marks the source's active call; other numbers are inactive results; ? = inconclusive; nt = not tested or not shown; & = joins results of further samples.

SMILES | Avidin bead fluor | Cdc42 wt | Rac1 act GTP bind | ABCG2 block | ABCB1 block | Rab7 wt modul | HRas wt GTP bind | Pf gamet viab | Rac1 wt GTP bind | GSH bead fluor | Rab2A wt mod
Cc1cc(C)c(C#N)c(SCS(=O)Cc2ccc(Cl)cc2)n1 (stereo not drawn) | 16 | 101 | 95 | 4 | 1.0 | 102 | 102 | -15 | 99 | 4 | 102
COc1ccc(C(=O)Nc2ccc3oc(-c4cccnc4)nc3c2)cc1OC | 10 | 96 | 95 | 0 | -0.1 | 103 | 96 | 15 | 97 | 53 | 98
Cc1nc2ccc(NC(=O)COc3ccccc3)cc2s1 | 12 | ? | ? | 0 | -1.9 | ? | ? | -9 | ? | 15 | nt
CCOC(=O)c1cnc2c(C)c(C)ccc2c1Nc1ccc(S(=O)(=O)Nc2ncccn2)cc1 | 7 | 102 | 97 | 1 | 0.3 | 101 | 99 | 8 | 100 | 12 | 97
O=C(NCCc1c[nH]c2ccccc12)/C(=C\c1cccnc1)NC(=O)c1ccco1 | 11 | 99 | 97 | -5 | -0.2 | 101 | 99 | 4 | 101 | 3 | 101
O=C(CN(c1cccc(Cl)c1)S(=O)(=O)c1ccc(Cl)cc1)N1CCc2ccccc2C1 | 33 | 101 | 96 | 6 | 3.0 | 98 | 99 | 7 | 108 | 23 | 98
O=C(O)c1cccc(NC(=S)NC(=O)c2ccc(-c3ccc(Cl)cc3)o2)c1 | 11 | 96 | 95 | -2 | -0.5 | 105 | 97 | 6 | 93 | 14 | 92
O=C(Nc1cccnc1)c1coc(=O)c2ccccc12 | 16 | 106 | 102 | 1 | 0.4 | 107 | 107 | nt | 103 | 22 | 107
CCn1c(SCC(=O)Nc2ccc3c(c2)oc2ccccc23)nnc1-c1ccc(N)cc1 | 7 | 98 | 96 | 6 | -3.3 | 98 | 98 | -20 | 98 | 22 | 98
COc1ccc2c(c1)cc1n2CCN=C1N | 28 | 102 | 101 | 3 | 0.7 | 100 | 101 | nt | 101 | 17 | 102
O=C(N/N=C/c1ccc[nH]1)c1cccnc1 | 22 | 100 | 97 | 12 | 1.6 | 99 | 101 | 20 | 106 | 21 | 99
C[C@@H](C(=O)NCc1ccccn1)[C@@H]1C[C@@]1(C)[C@@H](NC(=O)OCc1ccccc1)c1ccccc1 | 10 | 103 | 101 | 5 | 1.6 | 99 | 100 | nt | 106 | 18 | 103
O=S(=O)(c1ccccc1)c1nc(-c2ccccc2)oc1N1CCCCC1 | 3 | 101 | 98 | 0 | 0.1 | 103 | 103 | nt | 103 | 14 | 102
O=C(COc1ccccc1-c1ccccc1)N/N=C/c1cccc2ccccc12 | 15 | 102 | 101 | 5 | 0.6 | 96 | 101 | -10 | 103 | 9 | 98
C1CCN(c2nc3nonc3nc2NCC2CCOCC2)CC1 | 2 | 99 | 94 | 8 | 0.6 | 96 | 97 | nt | 98 | 14 | 95
Clc1ccc2nc(CSc3ccccc3)cn2c1 | 10 | 97 | 98 | 5 | 0.6 | 91 | 96 | 11 | 93 | 20 | 94
Cc1ncc([N+](=O)[O-])n1CCOC(=O)c1cc(Cl)cc(Cl)c1N | 16 | 96 | 95 | -7 | 1.1 | 99 | 97 | 3 | 97 | 11 | 97
CC1CCCC(C)N1CCNC(=O)C1CCN(S(=O)(=O)N2CCCCC2)CC1 (stereo not drawn) | 17 | 104 | 100 | 1 | 0.1 | 102 | 101 | nt | 105 | 32 | 102
O=C(NCCCN1CCOCC1)C1CC(=O)N(C2CCCCC2)C1 (stereo not drawn) | 8 | 94 | 93 | 2 | 0.7 | 94 | 95 | nt | 93 | 29 | 95
CCCCc1nc(SCC(=O)Nc2cc(C)on2)n[nH]1 | 20 | 105 | 97 | 4 | 0.2 | 100 | 104 | 6 | 108 | 10 | 101
COc1ccc(OC)c(NC(=O)c2ccccc2NS(=O)(=O)c2cccc3cccnc23)c1 | 6 | 95 | 92 | 1 | 0.8 | 96 | 96 | nt | 93 | 28 | 96
COc1ccc2nc(Nc3ccccc3)sc2c1 | 10 | 93 | 96 | 0 | -0.2 | 103 | 98 | -7 | 97 | 22 | 98
O=C(CCc1ccccc1)Nc1cc(C(=O)O)cc(C(=O)O)c1 | 9 | 97 | 94 | 1 | 0.3 | 104 | 96 | 3 | 96 | 52 | 99
O=C(c1ccccc1)c1ccc2nc(N3CCCCC3)c3nncn3c2c1 | 6 | 101 | 99 | -1 | 0.5 | 98 | 100 | nt | 105 | 12 | 99
O=C(CN1CCc2ccccc21)NCc1ccccc1Cl | 22 | 101 | 98 | 19 | 0.5 | 98 | 101 | -10 | 104 | 12 | 99
CCOc1ccc(CC(C(=O)NN)C(=O)NN)cc1CN(C)C | 13 | 106 | 102 | 2 | 0.3 | 98 | 104 | nt | 102 | 24 | 104
Cc1sc(/N=C/c2c(O)ccc3ccccc23)c(C#N)c1C | 12 | 100 | 97 | 2 | 0.2 | 96 | 98 | nt | 99 | 9 | 96
CCOCCCNC(=O)C(NC(=O)c1ccc(NC(C)=O)cc1)c1ccccc1 (stereo not drawn) | 5 | 104 | 96 | -6 | -0.1 | 97 | 98 | 3 | 102 | 23 | 102
Clc1cccc(COn2c(-c3ccc(Cl)cc3Cl)nc3ncccc32)c1 | 20 | 102 | 101 | 60 | 2.0 | 97 | 103 | nt | 104 | 23 | 103
CCN(CC)C(=S)SCC(=O)NC12CC3CC(CC(C3)C1)C2 | 4 | 99 | 103 | 15 | 1.4 | 103 | 102 | 6 | 107 | 11 | 103
Cc1cc(=O)[nH]c(SCC(=O)Nc2ccc(F)cc2)c1C#N | 10 | 95 | 93 | 1 | -0.2 | 103 | 96 | -14 | 98 | 12 | 96
COc1cc(C=O)ccc1OCC(=O)NC(C)(C)C | 6 | 100 | 98 | 2 | -0.1 | 99 | 96 | nt | 101 | 20 | 97
CC1CCN(C(=O)CSc2nc(N)c3c4c(sc3n2)CN(C)CC4)CC1 | 24 | 98 | 99 | 0 | -0.1 | 96 | 97 | nt | 100 | 12 | 95
c1ccc(-c2nc3ccccc3s2)nc1 | 9&6 | 106 | 104 | 3 | 0.5 | 110 | 104 | -27 | 108 | 13 | 104
Cc1ccc(NC(=O)c2c(C)nn(-c3ccccc3)c2Cl)c(C)c1 | 16 | 100 | 100 | 4 | 0.4 | 96 | 99 | nt | 103 | 14 | 99
O=C(CCc1nnc(-c2ccc3c(c2)OCO3)o1)N(Cc1ccncc1)CC1CCCO1 (stereo not drawn) | 6 | 97 | 97 | 6 | 2.3 | 107 | 102 | -7 | 100 | 16 | 101
CC(C)c1nc2oc3c(NCC4CCCO4)ncnc3c2c2c1COC(C)(C)C2 (stereo not drawn) | 28 | 101 | 101 | 26 | 2.2 | 96 | 100 | -6 | 103 | 33 | 99
CCSc1nc2ccccc2n1C(=O)/C=C\c1ccc(OC)c(OC)c1 | 21 | 102 | 102 | 10 | 4.6 | 97 | 99 | nt | 103 | 8 | 96
Cn1cccc1Cc1nnc(SCC(=O)N2CCc3ccccc32)n1-c1ccc(F)cc1 | 21 | 104 | 101 | 18 | 2.7 | 100 | 100 | nt | 106 | 15 | 99
CC1(C)Cc2c(sc3ncn4c(=S)[nH]nc4c23)CO1 | 14 | 92 | 93 | -3 | -1.1 | 89 | 90 | nt | 91 | 8 | 90
Cc1ccc(C(=O)Oc2ccccc2N2C(=O)C3CCCCC3C2=O)cc1 (stereo not drawn) | 16 | 101 | 100 | 9 | 2.9 | 102 | 101 | 5 | 102 | 35 | 98
COc1ccc(OC)c(C(=O)CC2OC(=O)c3ccccc32)c1 (stereo not drawn) | 7 | 99 | 96 | 0 | 0.0 | 94 | 97 | nt | 99 | 5 | 95
COc1cc(CSc2nnnn2-c2ccc(C)cc2)cc(OC)c1OC | 11 | 104 | 98 | 4 | 1.1 | 103 | 103 | nt | 100 | 16 | 103
O=C(O)/C(=C\c1ccco1)NC(=O)c1cccc2ccccc12 | 9 | 100 | 98 | 0 | 0.1 | 103 | 100 | nt | 107 | 14 | 102
COc1ccc(S(=O)(=O)Nc2ccccc2OC)cc1NC(=O)c1cc2ccccc2oc1=O | 10 | 95 | 96 | 0 | 0.6 | 95 | 93 | -8 | 97 | 11 | 94
COc1cccc(CNC(=O)CC2Sc3ccccc3NC2=O)c1 (stereo not drawn) | 25 | 97 | 96 | 0 | 0.1 | 103 | 97 | nt | 98 | 8 | 98
Cn1c(CSCc2ccc(Cl)cc2)n[nH]c1=S | 9 | 99 | 95 | 0 | 0.0 | 106 | 97 | 11 | 102 | 16 | 99
COc1cc(/C(C)=N/Nc2ccc(C(=O)O)cc2)cc(OC)c1OC | 12 | 99 | 98 | 0 | -0.1 | 99 | 98 | 3 | 99 | 4 | 98
CC1=C(C(=O)NCCCOC(C)C)C2(CCC(C)CC2)OC1=O (stereo not drawn) | 7 | 101 | 100 | 2 | 0.5 | 97 | 98 | nt | 99 | 12 | 99
CCc1nnc(NC(=O)CSc2nnnn2-c2cccc(C(C)=O)c2)s1 | 9 | 96 | 95 | 2 | 0.2 | 96 | 95 | -4 | 99 | 10 | 97
Cc1cc(C)c2nc(N3CCC(C(=O)N4CCCC4)CC3)sc2c1 | 22 | 95 | 94 | -1 | 0.1 | 99 | 96 | -42 | 96 | 23 | 95
CCCCCn1c(C(Cc2ccccc2)NC(=O)COC)nc2ccccc21 (stereo not drawn) | 7 | 101 | 99 | 3 | 1.7 | 100 | 98 | nt | 101 | 26 | 101
